Screens (PubChem BioAssay)
KLK7 zymogen act – proKLK7 zymogen activators, primary screen, biochemical, fluorescence intensity; purified proKLK7, EDANS-DABCYL substrate fluorescence; 100% is mature enzyme control, 0% vehicle; 370,000 compounds, 0.9% hits; activation, % at 7 µM; AID 652039, 2013;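 active = activation above the mean of all tested compounds plus 3 SD, computed per campaign excluding outliers beyond control limits, cut at about 13% in these data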
LEDGF integ inh – blockers of LEDGF/p75-dependent integrase strand transfer – biochemical, TR-FRET, high throughput, primary screen; HIV-1 integrase (with human LEDGF/p75); TR-FRET IN-LEDGF/p75 DNA integration, Eu/Cy5; inhibition, % at 3.7 µM; 370,000 compounds, 0.64% hits; AID 743269, 2014;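 active = inhibition above the screen-wide mean plus 3 SD, cut at about 13% in these data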;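 note: signal is the Cy5 over europium emission ratio at 671 and 618 nm; 0% = plate median of compound wells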
DDE Tn7 FP inh – inhibitors of Tn7 peptide binding to fibrin DD(E), primary screen, biochemical, fluorescence polarization, human fibrin, Tn7 probe. Fibrinogen beta chain (Homo sapiens), P02675. FP displacement of FITC-Tn7 peptide from fibrin DD(E); 0% = median of compound wells per plate. inhibition, % at 8.3 µM. 370,000 compounds, 0.13% hits;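 active = inhibition above the mean of compounds falling within the control limits plus 3 SD of them, cut at about 14% in these data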;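 note: 0% = plate median of compound wells and 100% = 10 µM Aha-Tn7 peptide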
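Assay system: Fibrin-DD(E) protein isolated from polymerized human fibrin clots; read-out basis: percent inhibition; medium: Tris/NaCl/CaCl2 buffer, pH 7.8; signal: FP measurement; incubation: 10 min plus 3 h, room temperature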
DDE Tn6 FP inh – inhibitors of Tn6 peptide binding to fibrin DD(E), primary screen, biochemical, fluorescence polarization, human fibrin, Tn6 probe; 370,000 compounds, 0.21% hits; AID 720509, 2013; Fibrin DD(E) TRITC-Tn6 fluorescence polarization displacement; inhibition, % at 8.3 µM;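 active = inhibition above a per-campaign cutoff: mean of compounds within control limits plus 3 SD, cut at about 15% in these data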;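 note: 0% = median of all compound wells on the plate and 100% = blocking peptide control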
TDP2 inh – human TDP2 enzyme inhibitors, primary screen, biochemical, epi absorbance, recombinant enzyme; Tyrosyl-DNA phosphodiesterase 2 (Homo sapiens), O95551; T5PNP hydrolysis, p-nitrophenol absorbance 415 nm; inhibition, % at 12.8 µM; 370,000 compounds, 0.34% hits; AID 720702, 2013;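 active = inhibition above the mean of all tested compounds plus 3 SD, set per campaign, cut at about 25% in these data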;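 note: 0% = DMSO with enzyme and 100% = buffer with substrate but no TDP2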
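Evaluation: % inhibition relative to enzyme-containing and enzyme-free wells. Material: recombinant human TDP2. Benchmarks: enzyme-free and DMSO wells. Timing: enzyme reaction with compound for 2 h at 37 °C. Compound dosing: 12.8 µM only. Measured by: p-Nitrophenol epi absorbance. Reagent: T5PNP substrate at 5 mM, a TopII-DNA adduct mimic. Replication: single well per compound.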
ADAM17 inh – ADAM17 inhibitors, primary screen, biochemical, QFRET | Disintegrin and metalloproteinase domain-containing protein 17 (Homo sapiens), P78536 | 370,000 compounds, 0.83% hits | recombinant ADAM17, EDANS/DABCYL FRET peptide cleavage | inhibition, % at 6.95 µM;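 active = inhibition above the mean of compounds lying between control limits plus 3 SD, set per campaign, cut at about 8.5% in these data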;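 note: 0% = DMSO-only wells as the low control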
Target sequence (P78536 215-824 limits assumed): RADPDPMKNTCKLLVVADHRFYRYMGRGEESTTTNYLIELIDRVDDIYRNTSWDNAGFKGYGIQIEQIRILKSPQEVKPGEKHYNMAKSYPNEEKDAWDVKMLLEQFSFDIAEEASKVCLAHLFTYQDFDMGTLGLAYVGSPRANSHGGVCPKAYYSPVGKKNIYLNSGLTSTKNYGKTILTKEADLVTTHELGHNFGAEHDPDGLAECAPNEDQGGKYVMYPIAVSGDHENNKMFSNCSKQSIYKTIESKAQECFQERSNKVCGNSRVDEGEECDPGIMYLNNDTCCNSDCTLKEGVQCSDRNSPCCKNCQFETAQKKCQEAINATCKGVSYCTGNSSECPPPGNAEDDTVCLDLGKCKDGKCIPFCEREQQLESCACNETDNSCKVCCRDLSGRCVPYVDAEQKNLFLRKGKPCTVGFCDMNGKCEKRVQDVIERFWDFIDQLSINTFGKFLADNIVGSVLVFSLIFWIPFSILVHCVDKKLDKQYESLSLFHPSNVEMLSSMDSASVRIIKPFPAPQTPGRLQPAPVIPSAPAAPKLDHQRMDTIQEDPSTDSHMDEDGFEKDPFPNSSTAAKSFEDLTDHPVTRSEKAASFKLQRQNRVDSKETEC
ADAM10 inh – human ADAM10 inhibitors, primary screen, biochemical, QFRET, HTS; recombinant ADAM10, EDANS/DABCYL FRET peptide cleavage, 3 h; inhibition, % at 7 µM; 370,000 compounds, 0.62% hits;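 active = inhibition above a per-campaign cutoff equal to the mean of compounds falling between control-based bounds plus 3 SD, cut at about 20% in these data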;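 note: 0% = DMSO wells while the 100% control is not disclosed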
ARFGAP1 inhibitor – inhibitors of rat ARFGAP1 GAP activity, primary screen, biochemical, fluorescence polarization, GDP tracer | ADP-ribosylation factor GTPase-activating protein 1 (Rattus norvegicus), Q62848 | Arfgap1-stimulated ARF1 GTP hydrolysis, GDP FP detection | inhibition, % at 16.5 µM | 360,000 compounds, 0.26% hits | AID 651572, 2012;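 active = inhibition above a per-plate limit, mean inhibition of low control wells plus 3 SD, cut at about 25% in these data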;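 note: 0% = DMSO wells with enzyme and 100% = wells lacking Arfgap1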
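Material: rat Arfgap1 catalytic domain, aa 1-136; also added: human ARF1(Δ1-17)-GTP substrate; compound dosing: one concentration, 16.5 µM, DMSO 1.26%; incubation: GTP hydrolysis reaction 2 h at 25 °C; measured by: Tracer-displacement fluorescence polarization with EDTA stop, 620/688 nm; evaluation: % inhibition from polarization; repeats: one replicate per compound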
ASAP1 inh – inhibitors of human ASAP1 ArfGAP activity, primary screen, biochemical, fluorescence polarization; Arf-GAP with SH3 domain, ANK repeat and PH domain-containing protein 1 (Homo sapiens), …; ASAP1-stimulated ARF1 GTP hydrolysis, GDP FP detection; inhibition, % at 16.5 µM; 360,000 compounds, 0.19% hits; in the data active = inhibition above about 25%;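 note: 0% = vehicle with enzyme and substrate and 100% = no enzyme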
Target sequence (Q9ULH1 325-724 limits assumed): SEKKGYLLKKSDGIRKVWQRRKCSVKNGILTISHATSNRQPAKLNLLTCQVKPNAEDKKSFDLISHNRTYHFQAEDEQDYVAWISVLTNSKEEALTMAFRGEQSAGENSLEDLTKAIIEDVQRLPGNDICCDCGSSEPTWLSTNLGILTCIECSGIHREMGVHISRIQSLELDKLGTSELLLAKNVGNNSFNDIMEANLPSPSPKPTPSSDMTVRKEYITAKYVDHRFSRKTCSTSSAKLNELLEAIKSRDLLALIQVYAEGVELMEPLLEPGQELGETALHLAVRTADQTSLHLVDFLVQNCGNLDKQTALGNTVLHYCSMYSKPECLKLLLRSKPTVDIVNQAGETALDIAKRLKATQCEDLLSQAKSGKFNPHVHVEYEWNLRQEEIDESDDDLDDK
PLCg1 inh – PLC-gamma1 enzyme inhibitors, primary screen, biochemical, fluorescence, purified enzyme; 1-phosphatidylinositol 4,5-bisphosphate phosphodiesterase gamma-1 (Homo sapiens), P19174; fluorogenic substrate; inhibition, % at 12.2 µM; 370,000 compounds, 0.84% hits; AID 720700, 2013; in the data active = inhibition above about 9.5%
Active calls of the source: *; i = inactive.

| KLK7 zymogen act | LEDGF integ inh | DDE Tn7 FP inh | DDE Tn6 FP inh | TDP2 inh | ADAM17 inh | ADAM10 inh | ARFGAP1 inhibitor | ASAP1 inh | PLCg1 inh | SMILES |
| --- | --- | --- | --- | --- | --- | --- | --- | --- | --- | --- |
| 0.2 | 0 | -7 | -8 | 13 | 0 | 0 | 12 | 8 | -26 | CCc1c(C)sc(NC(=O)c2ccco2)c1C#N |
| 0.3 | -1 | -3 | -4 | -11 | -3 | -10 | 2 | -6 | 3 | O=C(Nc1ccccc1SCC1CSc2nc3ccccc3c(=O)n21)c1ccccc1Cl (stereo unspecified) |
| -0.2 | -2 | 8 | 2 | -9 | -3 | 0 | -7 | -16 | -2 | COc1cccc(N2C(=O)Nc3ccc(Br)cc3C2(O)C(=O)NCCCN(C)C)c1 (stereo unspecified) |
| 34* | 1 | -7 | 5 | 0 | -312 | i | 11 | 10 | -180 | O=c1c2ccccc2n(CC(O)CN2CCCCC2)c2ccccc12 (stereo unspecified) |
| 0.5 | 1 | 3 | 3 | 10 | -5 | -10 | 3 | 5 | -9 | O=C(COC(=O)CCC(=O)c1cccs1)Nc1ccc(Cl)cn1 |
| 5.7 | 1 | 1 | 3 | -13 | -28 | -77 | 2 | 12 | -69 | COc1ccc(-n2cnnc2SC(C)c2nc3sc(C)c(C)c3c(=O)[nH]2)cc1 (stereo unspecified) |
| 0.2 | 3 | 4 | -7 | 1 | 3 | 5 | -1 | 12 | 3 | O=C(c1ccc(Cl)cc1)c1oc2ccccc2c1CS(=O)(=O)c1ccccc1 |
| -0.6 | -3 | 8 | -2 | -2 | -2 | -3 | -1 | 9 | 1 | Cc1ccccc1OCC(=O)N/N=C1\SCC(=O)N1Cc1ccccc1 |
| -0.1 | 0 | -9 | -5 | 0 | -4 | -4 | -3 | 8 | -2 | Cc1ccc(NC(=O)C2CCCN(S(=O)(=O)c3cccnc3)C2)cc1C (stereo unspecified) |
| -0.3 | 5 | -5 | 6 | 12 | -2 | 2 | -3 | 4 | 0 | CCOc1ccc(OCCC(=O)OCC(=O)Nc2cc(C)nn2-c2ccccc2)cc1 |
| 2.3 | 2 | -7 | 6 | 4 | -9 | -58 | -13 | -16 | -22 | CN(C)S(=O)(=O)c1ccc(N2CCCC2)c(C(=O)NNC(=O)COc2cccc(F)c2)c1 |
| 27* | 23* | -1 | -8 | 15 | -27 | -129 | 2 | 18 | -107 | CC[C@@]1(O)C(=O)OCc2c1cc1n(c2=O)Cc2cc3c(N)cccc3nc2-1 |
| -0.4 | 4 | -7 | -1 | -9 | 0 | -8 | -1 | 8 | 2 | COc1cc(OC)cc(C(=O)NCC(=O)OCC(=O)NCc2ccco2)c1 |
| 0.7 | 0 | 8 | -9 | 5 | -8 | -18 | 0 | -4 | -7 | CCOc1ccc(-c2csc(/C(C#N)=C\c3ccc(O)c([N+](=O)[O-])c3)n2)cc1 |
| 0.6 | 2 | -9 | -5 | -3 | 0 | 0 | 16 | 11 | 0 | CC(C)C(=O)Nc1cccc(N2CCN(CCCN3C(=O)C4CCCCN4C3=O)CC2)c1 (stereo unspecified) |
| -0.4 | 0 | 5 | -4 | 8 | 8 | 8 | -5 | 8 | 5 | CCOc1cc(/C=N/O)ccc1OCc1ccc(C)cc1 |
| -1.1 | -3 | 4 | -1 | -3 | -2 | 7 | -6 | 8 | -1 | COc1cc(NC(=O)CSCc2ccc(Cl)cc2)c(C(=O)O)cc1OC |
| 11 | -6 | -4 | 1 | -5 | -86 | -303 | 4 | -3 | -169 | S=C1NC2(CCCC2)Nc2ccccc21 |
| 0.1 | -4 | 2 | 5 | -9 | 2 | 7 | 5 | 13 | -2 | COC(=O)[C@@]12CCCCN1[C@H](c1ccc(-c3ccc(F)cc3)cc1)[C@@H]1C(=O)N(C)C(=O)[C@@H]12 |
| 0.0 | -3 | 1 | 11 | 6 | -3 | -4 | -10 | -2 | 1 | CS(=O)(=O)CCSc1ncccc1C(=O)NCc1cccs1 |
| -0.6 | -2 | -6 | 4 | 6 | -2 | 3 | 3 | -13 | 1 | CC(C)(C)N(C=C(Cl)Cl)C(=O)NC1CCCCC1 |
| -0.5 | 5 | -6 | 10 | -2 | 0 | 3 | -5 | -3 | 3 | CC1=CS(=O)(=O)CC1SC(=S)N(C)C1CCS(=O)(=O)C1 (stereo unspecified) |
| -0.3 | 4 | 2 | 8 | -24 | 6 | 2 | 1 | 2 | 1 | Cc1ccc(S(=O)(=O)NCc2nnnn2-c2ccc(F)cc2)cc1 |
| 0.2 | -2 | 3 | 1 | 1 | 2 | 8 | -2 | 21 | 4 | Cc1ccc(/C=N/NC(=O)CSc2nc3ccccc3s2)o1 |
| -0.8 | -4 | -5 | 3 | -6 | -6 | -7 | -4 | 9 | 0 | CC(=O)Nc1ccc(S(=O)(=O)NC2(C(F)(F)F)NC(=O)N(C3CCCCC3)C2=O)cc1 (stereo unspecified) |
| -1.6 | 0 | 1 | -1 | 17 | -3 | -11 | -8 | 0 | -14 | CC1CCc2sc3ncn4nc(C(=O)NCc5ccco5)nc4c3c2C1 (stereo unspecified) |
| -0.4 | -3 | 0 | 5 | 16 | -4 | -3 | -9 | -1 | -2 | CC(=O)N1CCCc2cc(S(=O)(=O)NC(C(=O)NC3CCCCC3)C(C)C)ccc21 (stereo unspecified) |
| 0.7 | 1 | 5 | -6 | 0 | -1 | 0 | -8 | 5 | 0 | COc1ccc(S(=O)(=O)n2c(CCN3CCOCC3)nc3ccccc32)cc1 |
| -0.5 | -4 | 3 | 8 | 14 | -1 | 0 | -6 | -3 | 3 | COc1ccc(N2CCN(c3ccc(N4C(=O)COCC4=O)cc3[N+](=O)[O-])CC2)cc1 |
| -0.3 | 1 | 0 | -12 | 8 | -2 | -2 | 3 | -2 | -2 | O=C(N/N=C/c1cccc(OC(=O)c2cccc(Br)c2)c1)c1ccncc1 |
| 0.3 | 2 | 1 | 3 | -12 | 5 | 4 | -6 | 15 | 3 | C=CCOC(=O)C1=C[C@@H](C2CCCCC2)C[C@@H](OCc2ccc(CO)cc2)O1 |
| -0.2 | -2 | -2 | -7 | 9 | -4 | -4 | 10 | -8 | 1 | CCNC(=S)NC1CC2CCCC(C1)N2CCc1ccccc1 (stereo unspecified) |
| -0.5 | 2 | -7 | -9 | 4 | -3 | -9 | -4 | 12 | -6 | CC1CN(C(c2ccco2)c2sc3ncnn3c2O)CC(C)O1 (stereo unspecified) |
| 0.1 | -3 | 2 | -5 | 9 | 0 | 3 | 14 | 6 | -14 | CCOc1ccc(OCc2ccc(C(=O)N3N=C(C(F)F)CC3(O)C(F)F)o2)cc1 (stereo unspecified) |
| 1.7 | -4 | 2 | -7 | 1 | -17 | -51 | 9 | -4 | -10 | Cn1c(=O)c(Cc2ccccc2)c(O)c2ccccc21 |
| -0.3 | 0 | 2 | 2 | 6 | -3 | 1 | -6 | 4 | -2 | O=NN(CCc1ccncc1)c1ccc(OCc2ccccc2)cc1 |
| -0.3 | 1 | -3 | 6 | 6 | -1 | -3 | -6 | 18 | -3 | COc1ccc(NC(=S)Nc2ccc(C)c(Cl)c2)cc1OC |
| -0.3 | -1 | -6 | -4 | 1 | -3 | -2 | -4 | 10 | 0 | CN(C)CCSc1nc(-c2ccccc2)nc2c1COC(C)(C)C2 |
| -0.2 | -8 | -5 | -10 | -8 | 1 | -6 | -4 | 2 | 0 | COCc1ccc(CN2CCC(n3nccc3NC(=O)CCCc3ccccc3)CC2)o1 |
| -0.1 | -2 | 6 | 4 | -2 | 0 | 2 | -3 | -5 | 0 | CC1(C(=O)Nc2ccc(F)c(Cl)c2)Cc2c(-c3cccc(C(N)=O)c3)ccnc2O1 (stereo unspecified) |
| 0.2 | 2 | -2 | -3 | -10 | 3 | 4 | 8 | 5 | 0 | O=C1c2sc3nc4c(c(=O)n3c2C(=O)N1c1ccccc1)CCC4 |
| -1.1 | -1 | 2 | -7 | 0 | 8 | 3 | -9 | -7 | -2 | C[C@H](c1ccccc1)N1C[C@H](COCc2ccccc2)Oc2cc(N3CCC[C@@H]3CO)ccc2S1(=O)=O |
| 0.9 | -1 | 2 | 0 | 5 | 1 | 7 | -5 | 3 | 5 | COc1ccc(NS(=O)(=O)c2cc(NC(=O)CCc3ccccc3)ccc2N2CCOCC2)cc1 |
| 0.4 | 0 | -4 | 2 | 7 | -2 | -1 | -2 | 4 | 2 | O=C(Nc1ccccc1)NC1CC2CCC(C1)N2Cc1nnnn1Cc1ccc2c(c1)OCO2 (stereo unspecified) |
| 0.2 | 0 | -3 | 2 | 8 | 0 | 6 | -1 | -5 | 0 | CCCCn1c(O)c(N=NC(=O)c2ccccc2NS(=O)(=O)c2cccs2)c2ccccc21 |
| 0.1 | 2 | 3 | 17* | 3 | -1 | -3 | -6 | -10 | 1 | O=C(COC(=O)c1ccccc1NC(=O)c1ccccc1)c1cccc([N+](=O)[O-])c1 |
| -0.6 | 1 | -2 | 5 | -15 | 5 | 10 | 8 | -4 | 3 | Cc1ccc(OCc2nc(-c3ccc(Cl)cc3)n[nH]2)cc1 |

Profiles, quoted from the list:
COc1ccc(NC(=S)Nc2ccc(C)c(Cl)c2)cc1OC reads KLK7 zymogen act: -0.3; LEDGF integ inh: 1; DDE Tn7 FP inh: -3; DDE Tn6 FP inh: 6; TDP2 inh: 6; ADAM17 inh: -1; ADAM10 inh: -3; ARFGAP1 inhibitor: -6; ASAP1 inh: 18; PLCg1 inh: -3
O=C1c2sc3nc4c(c(=O)n3c2C(=O)N1c1ccccc1)CCC4 reads KLK7 zymogen act: 0.2; LEDGF integ inh: 2; DDE Tn7 FP inh: -2; DDE Tn6 FP inh: -3; TDP2 inh: -10; ADAM17 inh: 3; ADAM10 inh: 4; ARFGAP1 inhibitor: 8; ASAP1 inh: 5; PLCg1 inh: 0
